rTrxR1 inhibitor – inhibitors of rat thioredoxin reductase 1 | recombinant rTrxR1, NADPH fluorescence consumption, selenite substrate | Potency, µM (top dose mostly 114 µM), inactives show at the top dose activity change, negative = inhibition, usual class: inhibitors | 390,000 compounds, 1% hits | AID 588453; also: nearly all actives have a fitted effect of over 65% in size
Target sequence (O89049 whole entry, looked up): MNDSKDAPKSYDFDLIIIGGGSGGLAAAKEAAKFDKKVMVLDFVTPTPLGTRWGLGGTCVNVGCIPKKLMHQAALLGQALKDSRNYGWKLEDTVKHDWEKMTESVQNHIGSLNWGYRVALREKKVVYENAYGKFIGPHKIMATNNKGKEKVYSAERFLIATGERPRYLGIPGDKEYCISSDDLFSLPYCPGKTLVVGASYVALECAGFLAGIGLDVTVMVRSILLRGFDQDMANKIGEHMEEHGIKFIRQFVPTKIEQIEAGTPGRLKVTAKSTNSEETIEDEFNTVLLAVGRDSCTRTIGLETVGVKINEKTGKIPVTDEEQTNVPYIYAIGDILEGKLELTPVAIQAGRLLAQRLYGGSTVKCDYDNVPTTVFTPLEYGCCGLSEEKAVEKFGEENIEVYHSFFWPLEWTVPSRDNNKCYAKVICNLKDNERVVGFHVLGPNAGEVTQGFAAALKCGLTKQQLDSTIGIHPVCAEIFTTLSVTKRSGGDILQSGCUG
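Rat TrxR1 (90 nM in the dispensed reagent) was pre-reduced with 400 uM NADPH for 5 min at room temperature, then incubated with compound for 15 min. After 400 uM selenite was added, NADPH fluorescence (Ex 340/Em 450 nm) was followed for 8 min.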
USP1-UAF1 inh – inhibitors of human USP1/UAF1 deubiquitinase; O94782; recombinant USP1/UAF1, Ub-Rhodamine cleavage fluorescence; Potency, µM (titrated, usually from 57.1 µM), for the others: at the top dose activity change, negative = inhibition, usual class: inhibitors; 390,000 compounds, 0.23% hits; also: nearly all actives have a fitted effect of over 60% in size; inactives centre near -12
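USP1/UAF1 complex (1 nM) preincubated 15 min at room temperature with compound, then Ub-Rho substrate (150 nM final) added. Kinetic fluorescence at 480/540 nm over 6 reads at 60 s intervals; 50 mM HEPES pH 7.8, 0.5 mM EDTA, 0.1 mg/ml BSA, 1 mM TCEP, 0.01% Tween-20.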
TrxR1 substrate – is turned over as a substrate by rat TrxR1 | AID 588456 | O89049 | 390,000 compounds, 0.01% hits | purified TrxR1 substrate turnover, NADPH consumption readout | Potency, µM (top dose mostly 114 µM), for inactives: at the highest dose activity change, negative = substrate turnover; also: nearly all actives have a fitted effect of over 50% in size
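Rat TrxR1, dispensed at 90 nM, was prereduced with 400 uM NADPH (final) for 5 min at ~22 deg C, then incubated with compound 15 min before 400 uM selenite. A first-read NADPH fluorescence drop versus no-compound background flagged substrates.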
IDH1 R132H inh – human IDH1 R132H inhibition. O75874. AID 602179. IDH1-R132H enzyme, NADPH consumption, diaphorase/resazurin fluorescence. Potency, µM (series often up to 76.6 µM), without a hit: top-dose activity change, negative = inhibition, most hits filed as inhibitors. 390,000 compounds, 0.093% hits; also: nearly all actives have a fitted effect of over 65% in size
Target sequence (O75874 whole entry R132H, stated change not applied): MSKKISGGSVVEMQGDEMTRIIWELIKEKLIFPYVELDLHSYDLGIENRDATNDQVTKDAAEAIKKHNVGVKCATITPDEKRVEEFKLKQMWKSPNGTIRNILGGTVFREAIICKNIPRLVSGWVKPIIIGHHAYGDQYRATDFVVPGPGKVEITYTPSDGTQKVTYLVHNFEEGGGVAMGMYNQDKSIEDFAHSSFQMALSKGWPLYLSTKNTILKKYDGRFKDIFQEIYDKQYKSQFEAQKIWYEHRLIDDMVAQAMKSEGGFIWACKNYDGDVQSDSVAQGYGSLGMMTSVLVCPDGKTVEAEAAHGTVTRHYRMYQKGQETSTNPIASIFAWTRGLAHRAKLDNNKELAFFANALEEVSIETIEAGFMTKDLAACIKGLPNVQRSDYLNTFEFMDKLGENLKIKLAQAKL
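IDH1-R132H (0.5 ug/mL dispensed) in pH 7.5 Tris buffer was preincubated 30 min with compound, then given a substrate mix of 0.016 mM NADPH and 2 mM alpha-KG for 80 min at room temperature; remaining NADPH was read by diaphorase/resazurin fluorescence.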
* hit, by the source's call; ? = inconclusive; · = not tested or not shown; & = joins results of further samples; [ ] = another dose, or the depositor's remark. Calls follow the shape of the dose curve; as a rule, active = well fitted inhibition curve with a large enough effect; inconclusive = small, poorly fitted or top-dose-only effect; inactive = no such curve, though single readings can be large or run the other way. % is scaled to controls: 0 for no effect and ±100 for the full control effect; potency is read from the fitted curve at half-maximal effect. These rows are one share of the data (hit frequency here may not be typical).

SMILES	rTrxR1 inhibitor	USP1-UAF1 inh	TrxR1 substrate	IDH1 R132H inh
O=C1[C@H](Cc2ccccc2)NC/C=C\C[C@@H](c2ccc(Cl)cc2)N1Cc1ccccc1	-3%	·	-2%	·
N[C@@H](COP(=O)(O)O)C(=O)O	23%[57.1 µM]	·	11%[57.1 µM]	·
O=C(/C=C/c1ccc(C(F)(F)F)cc1)OC(C(=O)NC1CC1)c1ccccc1 (stereo not given)	9%	·	4%[0.0914 µM]	·
O=[N+]([O-])c1ccc(Nc2nc(NCCN3CCOCC3)nc(Nc3ccc(Cl)cc3)n2)cc1	9%	·	-4%	·
Cc1ccc(S(=O)(=O)N2CCN(c3nc(-n4ccnc4)nc4ccccc34)CC2)cc1	23%	·	22%	·
c1ccc2cnccc2c1	3%	·	3%	·
COc1cc(C)c2ccccc2n1	7%	·	5%	·
O=C(Nc1ccccc1C(F)(F)F)c1nc(S(=O)(=O)Cc2ccccc2F)ncc1Cl	2.8µM*	·	-2%	·
CCCCCCCCN1[C@@H](CC(=O)O)c2ccc(/C=C/C(=O)O)cc2S1(=O)=O	5%	·	-1%	·
CCCCCCCCCCCCCCCC[n+]1ccc(/C=C/c2c[nH]c3ccccc23)c2ccccc21	?	·	-6%	·
CCC[C@H]1COCCS(=O)(=O)N1Cc1cccc(F)c1	19%	·	-1%	·
N#CC1=C(N)CCC1	8%	·	-2%	·

The final two compounds of the section before lead into the next.
SMILES	rTrxR1 inhibitor	USP1-UAF1 inh	TrxR1 substrate	IDH1 R132H inh
CCC[C@H]1COCCS(=O)(=O)N1Cc1cccc(F)c1	19%	·	-1%	·
N#CC1=C(N)CCC1	8%	·	-2%	·
CCN(CC)c1ccc(-c2nnc(SCC(=O)NCc3ccco3)n2CC)cc1	-5%	·	-6%	·
Nc1c(N=Nc2ccc([N+](=O)[O-])cc2)c(S(=O)(=O)O)cc2cc(S(=O)(=O)O)c(/C=C/c3ccccc3)c(O)c12	19%	·	-15%	·
C(=C\c1cnc2ccccc2n1)/c1ccc2c(c1)OCO2	25%	·	5%	·
CC(C)(C)c1onc(OCP(=O)(O)O)c1CC(N)C(=O)O (stereo not given)	5%[57.1 µM]	·	4%&0%[57.1 µM]	·
COc1ccc(/C=C/c2ccnc3ccccc23)cc1	16%	·	2%	·
O=C(c1cnn2c1NC(=C1CC1)C=C2C(F)F)N1CCc2ccccc2C1	-20%	·	0%	·
OC(CN1CCCC1)c1ccccc1 (stereo not given)	4%	·	7%	·
Cc1c(Cn2cnc3c(cnn3C(C)(C)C)c2=O)cccc1C(F)(F)F	7%	·	-6%	·
O=C(c1ccccc1)C(I)(I)N1CCOCC1	-9%	·	12%[0.0914 µM]	·
O=C(Nc1ccccc1)c1nc(S(=O)(=O)Cc2ccccc2F)ncc1Cl	?	·	9%	·
Brc1ccc(/C=C2\C=Cc3ccccc32)cc1	32µM*	·	1%	·
CCCCOc1ccc(C(=O)NO)cc1	17%	·	7%	·

Another view of some results above.
> Cc1c(Cn2cnc3c(cnn3C(C)(C)C)c2=O)cccc1C(F)(F)F
  rTrxR1 inhibitor: 7%; USP1-UAF1 inh: ·; TrxR1 substrate: -6%; IDH1 R132H inh: ·

> O=C(c1ccccc1)C(I)(I)N1CCOCC1
  rTrxR1 inhibitor: -9%; USP1-UAF1 inh: ·; TrxR1 substrate: 12%[0.0914 µM]; IDH1 R132H inh: ·

> O=C(Nc1ccccc1)c1nc(S(=O)(=O)Cc2ccccc2F)ncc1Cl
  rTrxR1 inhibitor: ?; USP1-UAF1 inh: ·; TrxR1 substrate: 9%; IDH1 R132H inh: ·

> Brc1ccc(/C=C2\C=Cc3ccccc32)cc1
  rTrxR1 inhibitor: 32µM*; USP1-UAF1 inh: ·; TrxR1 substrate: 1%; IDH1 R132H inh: ·

Remaining list, next part.
SMILES	rTrxR1 inhibitor	USP1-UAF1 inh	TrxR1 substrate	IDH1 R132H inh
CCCN1CCC(=O)N(CCC#N)CC1	-17%	·	-11%	·
C(=C\c1cccs1)/c1ccccn1	-26%	·	-6%	·
Nc1ccc(/C=C/c2nccc3ccccc23)cc1	4%	·	-3%	·
Cc1ccc(NC(=O)c2cnn3c2NC(=C2CC2)C=C3C(F)F)cc1	-17%	·	-10%	·
CC(C)NC(=O)COC(=O)c1ccccc1OCC(=O)Nc1ccc(Br)cc1	18%	·	16%	·
C=CC[C@H](N)C(=O)O	-1%[57.1 µM]	·	3%[57.1 µM]	·
COc1ccc2c(c1)C/C(=C\c1ccc(N(C)C)cc1)C2=O	0%	·	-15%	·
COc1cc2c(NC3CCN(C)CC3)nc(N3CCCCC3)nc2cc1OCCCN(C)C	-21%	·	90%[activator]	·
CC(C)CN(CC(C)C)c1ccc(/C=C/c2ccnc3ccccc23)cc1	9%	·	8%[0.0914 µM]	·
CNc1c(Br)cc(/C=C2\C=Cc3ccccc32)cc1Br	-30%	·	3%	·
Cc1nc(N=Nc2cc(S(=O)(=O)O)c3cc([N+](=O)[O-])cc(S(=O)(=O)O)c3c2)c(COP(=O)(O)O)c(C=O)c1O	?	·	12%[57.1 µM]	·
O=[N+]([O-])c1ccc2c(c1)S(=O)(=O)C=C2	2.1µM*	·	19%[57.1 µM]	·
CCN(CC)c1ccc(/C=C/c2c(C)cnc3ccccc23)cc1	5%	·	-7%	·
CN(C)c1ccc(/C=C/c2ccc3cc(N(C)C)ccc3n2)cc1	14%	·	-2%	·
CC(Oc1ccccc1)C(=O)N[C@@H]1C(=O)N2[C@@H]1SC(C)(C)[C@@H]2C(=O)OCc1ccccc1 (stereo not given in full)	50µM*	·	1%	·
O=C(C[n+]1cccc2cccc(O)c21)c1ccc(Cl)cc1	10%	·	5%	·
CC(C)(C)OC(=O)N(Cc1ccco1)S(=O)(=O)c1ccccc1Br	-3%	·	-4%	·
Cc1cccc(-c2[nH]c(C(C)(C)C)nc2-c2ccc3nccnc3c2)n1	7%[57.1 µM]	·	3%[57.1 µM]	·
O=C(C[n+]1cccc2cc(Cl)ccc21)c1ccc(Br)cc1	27%	·	4%	·
CCCCCCCCCC[n+]1cccc2cc(Cl)ccc21	14%	·	5%[0.0914 µM]	·
CCn1nnnc1Sc1nc(C)nc2scc(-c3ccccc3)c12	-8%	·	-4%[0.0914 µM]	·
COc1c(N2CCNC(C)C2)c(F)cc2c(=O)c(C(=O)O)cn(C3CC3)c12 (stereo not given)	-15%	·	144%[activator]	·
C=C1C=C(C)n2ncc(C(=O)Nc3cccc(C(=O)Nc4cccc(C(F)(F)F)c4)c3)c2N1	-5%	·	-6%	·
Cc1ccc(-c2nnc(SCCC(=O)Nc3ccccc3)n2C)cc1	15%	·	-1%	·
CN(C)c1ccc(/C=C/c2sc3ccccc3[n+]2C)cc1	-1%	·	-4%	·
O=C(COc1ccccc1C(=O)Nc1ccccc1F)Nc1ccc(Br)cc1	9%	·	2%	·
Cc1cc(Cl)ccc1OCC(=O)Nc1cccc(-c2nc3ccccc3o2)c1	-1%	·	6%	·
COc1cc2ccccc2cc1C(=O)OCC(=O)Nc1ccc(Br)cc1	6%	·	17%	·
O=S(=O)(c1cccc2c(Cl)cccc12)N1CCCNCC1	?	·	7%[57.1 µM]	·
Nc1ncnc2nc(-c3ccc(N4CCOCC4)nc3)cc(-c3cccc(Br)c3)c12	?	·	16%[57.1 µM]	·
CC(C)(C)c1ccc(C(=O)C[N+]2(C)CCCc3ccccc32)cc1 (stereo not given)	8%	·	0%	·
O=[N+]([O-])c1cccc(/C=C/c2ccccc2)c1	11%	·	6%	·
CNc1ncnc2c1ncn2[C@H]1C[C@H](OP(=O)(O)O)[C@@H](COP(=O)(O)O)O1	?	·	11%[57.1 µM]	·
O=C1NC(=O)c2cc(Nc3ccccc3)c(Nc3ccccc3)cc21	?	·	2%[57.1 µM]	·
COc1cccc(-c2cc3nc(-c4ccccc4)cc(N4CCN(C(=O)c5ccoc5)CC4)n3n2)c1	·	-4%	·	6%
C[C@@H]1CN([C@H](C)CO)C(=O)CCCn2cc(nn2)CO[C@H]1CN(C)C(=O)Nc1ccc2c(c1)OCCO2	·	-21%	·	-3%
COCCCN1C(=O)C(CC(=O)NCCc2ccccn2)CC(C(=O)N2CCOCC2)=C1C (stereo not given)	·	?	·	-10%
COc1cccc(NC(=O)N(C)C[C@H]2OCc3cn(nn3)CCCC(=O)N([C@@H](C)CO)C[C@@H]2C)c1	·	6%	·	-5%
COc1ccccc1N1CCN(CC(=O)NC(=O)NCc2ccccc2)CC1	·	-31%	·	2%
CC(=O)c1cc2c(cc1NC(=O)CSc1nnc(C3CC3)n1C)OCO2	·	?	·	6%
O=C1c2cc3c(cc2CCC1c1ccc2c(c1)OCO2)OCO3 (stereo not given)	·	-24%	·	6%
C[C@H]1CN([C@@H](C)CO)C(=O)CCCn2nncc2CO[C@@H]1CN(C)C(=O)NC1CCCCC1	·	?	·	-1%
CN(C(=O)c1cc2c(cc1Br)OCO2)c1cccc2ccccc12	·	-14%	·	-5%
COC(=O)c1cccc(NC(=O)c2ccc(S(=O)(=O)N(C)c3ccccc3OC)cc2)c1	·	-20%	·	-2%
O=C1CCN(C(=O)Cc2ccccc2)c2ccccc21	·	-5%	·	-5%
O=C(COC(=O)/C=C/c1cccc(C(F)(F)F)c1)Nc1cccc(S(=O)(=O)NC2=NCCC2)c1	·	-24%	·	12%
Cc1ccn2c(CC(C)(C)C)c(-c3ccc(F)cc3)nc2c1	·	-10%	·	8%
CCOc1ccc(C(=O)CCC(=O)NCC(=O)Nc2ccc(F)c(F)c2F)cc1	·	-15%	·	13%
COC(=O)CCC(C)C1CCC2C3C(OC(C)=O)CC4CC(O)CCC4(C)C3CC(O)C12C (stereo not given)	·	-15%	·	-7%
N#Cc1ccc(S(=O)(=O)N2CCN(CN3C(=O)CC4(CCCC4)C3=O)CC2)cc1	·	-12%	·	-1%
CCN(CC)S(=O)(=O)c1ccc(C(=O)NC(=S)N2CCN(c3ccccc3O)CC2)cc1	·	-13%	·	-3%
C[C@@H]1CN([C@H](C)CO)C(=O)c2c(c3ccccc3n2C)-c2ccccc2CO[C@H]1CN(C)Cc1ccc(-c2ccccc2)cc1	·	-22%	·	11%
COc1ccc(/C=C(\NC(=O)c2ccc(Cl)cc2)C(=O)NCc2cccnc2)cc1OC	·	-20%	·	-3%
CN(C(=O)c1ccccc1)C(=O)c1ccccc1	·	2%	·	1%
CSc1nc2ccc(NC(=O)CS(=O)(=O)c3ccccc3)cc2s1	·	1%	·	-1%
Cn1c(=O)c2c(ncn2CC(=O)OCC(=O)c2ccc(Br)cc2)n(C)c1=O	·	-15%	·	-6%
COCCN(C(=O)c1ccco1)c1nc(-c2ccc(OC)cc2)cs1	·	?	·	4%
O=C(c1ccco1)N1CCN(C(=O)c2ccc(CS(=O)c3ccc(Br)cc3)o2)CC1 (stereo not given)	·	2%	·	-4%
CCOc1ccc(Cc2c(O)nc(SC)[nH]c2=O)cc1	·	-13%	·	2%
C=CCOc1ccc(C[C@H](N)C(=O)NC[C@H]2O[C@@H](n3cc(C)c(=O)[nH]c3=O)C[C@@H]2O)cc1	·	-15%	·	0%

More results:
SMILES	rTrxR1 inhibitor	USP1-UAF1 inh	TrxR1 substrate	IDH1 R132H inh
Cc1ccccc1CN(C)C[C@@H]1OCc2cnnn2CCCC(=O)N([C@H](C)CO)C[C@H]1C	·	?	·	0%
CC(C)C1C(=O)N(Cc2cn(CC3CCCCC3)nn2)CCS(=O)(=O)N1Cc1ccc(-c2cccc(CO)c2)cc1 (stereo not given)	·	-17%	·	-7%
CC1=C(C(=O)N(C)C)CC(CC(=O)NC(c2ccccc2)c2ccccc2)C(=O)N1CCC1=CCCCC1 (stereo not given)	·	-8%	·	-3%
CC1(C)CC(=O)C=C(c2ccc(-c3ccc(S(C)(=O)=O)cc3)cc2)C1=O	·	-7%	·	-4%
CC(=O)OC1CCC2(C)C(CCC3C4CC=C(C(C)=O)C4(C)OC(=O)CC32)C1 (stereo not given)	·	-16%	·	19%
COc1ccccc1N1CCN(C(=O)CCCn2c(=S)[nH]c3ccccc3c2=O)CC1	·	-31%	·	-1%

Screening results (PubChem BioAssay)
